MCF10A rerep – DNA re-replication induction in MCF 10a cells | hit rate 2.9% among 350,000 | Potency, µM (doses to about 46.1 µM), for the others: at the highest dose activity, positive = re-replication, actives largely listed as activators | MCF 10A DNA re-replication, Hoechst nuclear intensity, 48 h | AID 624296; further: % of control where 0% means no effect; nearly all actives have a fitted effect of over 50% in size
HepG2 tox – counter-screen for TGF-b inhibitors: cytotoxicity in HepG2 cells | HepG2 CAGA-GFP viability, ATP luminescence, 18 h | Potency, µM (doses to about 46.1 µM), for the others: at the top dose activity change, negative = cytotoxicity, actives largely listed as cytotoxic | hit rate 0.76% among 410,000; further: some results filed as inactive show a strong effect at the top dose
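CellTiter-Glo luminescence gave cytotoxicity after 18 hours at 37 degrees C. The cells were HepG2 CAGA-GFP in 1% FBS DMEM, stimulated with 500 pg/mL TGF-beta after compound addition. %Activity was normalised to no-cell wells (complete cell-killing) and DMSO (no toxicity), and curves were fitted and classified.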
ATXN viability – viability counter-screen for ATXN expression inhibitors. S2 cells (HEK-293 line with an ATXN2-luciferase reporter) viability, CellTiter-Fluor protease fluorescence, 24 h. Potency, µM (highest dose often 56.7 µM), actives largely listed as cytotoxic. hit rate 0.49% among 400,000. AID 651635; further: nearly all actives have a fitted effect of over 40% in size
A549 viability – counter-screen for Nrf2 inhibitors: cytotoxicity in A549 cells. A549 ARE-Fluc cells, CellTiter-Fluor viability, 18-24 h. Potency, µM (top dose mostly 46 µM), inactives show at the highest dose activity change, negative = cytotoxicity, usual class: inhibitors. hit rate 0.16% among 390,000; further: on the % scale 0 is the no-effect control and ±100 the full control effect
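Cytotoxicity counterscreen: CellTiter-Fluor fluorescence was measured in A549 ARE_Fluc cells after 18-24 h of compound exposure in a concentration series. The subsequent BugLite luminescent read reports ARE-luciferase activity.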
TGFb SMAD3 inh – TGF-b pathway inhibition; HepG2 CAGA-GFP TGF-b/SMAD3 reporter, GFP fluorescence, 18 h; TGF-beta stimulated, 500 pg/mL final; Potency, µM (highest dose often 46.1 µM), inactives show at the top dose activity, negative = inhibition, actives largely listed as inhibitors; AID 588855; hit rate 1.2% among 410,000; further: on the % scale 0 is the no-effect control and ±100 the full control effect; nearly all actives have a fitted effect of over 65% in size
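HEPG2 CAGA-GFP, 1000 cells/well; 2 h settle, 37 C; cpd via pin tool; TGF-b 500 pg/mL final; 18 h, 37 C; GFP imaging ex488/em500-530; %Activity normalised to -TGF-b and +DMSO controls; CRC fit, curve class.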
Nrf2 block – inhibitors of Nrf2 signaling | A549 ARE-Fluc reporter, luciferase luminescence, 18-24 h | Potency, µM (top dose mostly 46 µM), for inactives: at the highest dose activity change, negative = inhibition, actives largely listed as inhibitors | hit rate 2.1% among 360,000 | AID 504444; further: on the % scale 0 is the no-effect control and ±100 the full control effect; nearly all actives have a fitted effect of over 60% in size
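Concentration-response testing used A549 ARE_Fluc cells at 5000 cells/well. Following an 18-24 h compound incubation, viability was read by fluorescence (Ex 405/Em 525) and luciferase output by luminescence.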
ATXN2 expr inh – ATXN2 expression inhibition; HEK-293 ATXN2-luciferase reporter, luminescence, 24 h; Potency, µM (highest dose often 57 µM), for the others: at the highest dose activity change, negative = inhibition, most hits filed as inhibitors; hit rate 0.72% among 360,000; AID 1745845; further: on the % scale 0 is the no-effect control and ±100 the full control effect; nearly all actives have a fitted effect of over 55% in size
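qHTS (up to 57 uM final) was run with 24 h compound exposure of reporter cells at 37 °C. Each well was multiplexed: SteadyGlo luminescence measured ATXN2-luciferase expression after a fluorogenic Gly-Phe-AFC viability readout (25 uM final).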
EPAC2 antag – blocks human EPAC2 exchange factor; EPAC2 GEF exchange of Rap1B-BODIPY-GDP, fluorescence; Potency, µM (series often up to 114 µM), for the others: at the highest dose activity, negative = inhibition, actives largely listed as inhibitors; hit rate 0.18% among 360,000; AID 720708; further: on the % scale 0 is the no-effect control and ±100 the full control effect; nearly all actives have a fitted effect of over 45% in size; many of its hits are not listed in these tables
Target sequence (Q8WZA2 whole entry, looked up): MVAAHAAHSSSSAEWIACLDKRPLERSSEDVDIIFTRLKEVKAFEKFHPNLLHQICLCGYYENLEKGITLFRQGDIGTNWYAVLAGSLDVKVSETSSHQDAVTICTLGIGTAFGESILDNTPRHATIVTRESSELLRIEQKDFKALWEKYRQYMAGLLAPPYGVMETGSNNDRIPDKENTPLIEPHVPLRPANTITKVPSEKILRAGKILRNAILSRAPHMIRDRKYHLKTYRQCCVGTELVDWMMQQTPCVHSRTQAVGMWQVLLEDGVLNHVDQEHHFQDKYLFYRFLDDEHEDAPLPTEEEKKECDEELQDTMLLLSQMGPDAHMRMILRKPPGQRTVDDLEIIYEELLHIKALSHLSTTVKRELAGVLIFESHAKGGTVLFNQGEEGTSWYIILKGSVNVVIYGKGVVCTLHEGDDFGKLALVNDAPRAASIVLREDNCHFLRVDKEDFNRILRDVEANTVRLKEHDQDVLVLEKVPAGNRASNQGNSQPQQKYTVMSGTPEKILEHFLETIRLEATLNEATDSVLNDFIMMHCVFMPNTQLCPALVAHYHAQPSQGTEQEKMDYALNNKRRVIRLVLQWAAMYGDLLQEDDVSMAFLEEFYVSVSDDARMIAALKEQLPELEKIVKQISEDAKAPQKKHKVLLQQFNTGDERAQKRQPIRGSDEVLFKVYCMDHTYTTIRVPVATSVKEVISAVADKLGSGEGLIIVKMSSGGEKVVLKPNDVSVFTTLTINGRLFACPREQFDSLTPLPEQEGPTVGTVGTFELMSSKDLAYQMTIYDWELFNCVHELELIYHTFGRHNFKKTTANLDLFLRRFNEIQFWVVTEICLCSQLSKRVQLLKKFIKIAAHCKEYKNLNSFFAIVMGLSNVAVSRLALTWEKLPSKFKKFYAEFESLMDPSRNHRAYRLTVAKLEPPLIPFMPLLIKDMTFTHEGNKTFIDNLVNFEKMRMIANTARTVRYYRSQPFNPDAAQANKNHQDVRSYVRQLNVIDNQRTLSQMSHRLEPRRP
Nrf2 ARE act – Nrf2 pathway activation. AREc32 ARE-luciferase reporter (MCF7-derived line), luminescence, 24 h. Potency, µM (highest dose often 46.1 µM), for the others: top-dose activation, usual class: activators. hit rate 0.31% among 410,000; further: % of control where 0% means no effect; nearly all actives have a fitted effect of over 65% in size
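Luciferase luminescence (Steady-Glo, 30 min at room temperature) served as the read-out of ARE activation in AREc32 cells treated with compounds for 24 hr at 37 deg C.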
Numbers without * were called inactive; i = inactive; ? = inconclusive; · = no result given; & = joins results of further samples; [ ] = dose if it differs, or a comment. The call rests on the fitted dose curve; in most records, active means well fitted curve in the direction sought with a large enough effect; inconclusive means small, poorly fitted or top-dose-only effect, or another doubt; inactive means no such curve, though single readings can be large; an effect the other way counts as inactive or inconclusive. Potency means the concentration at half of the fitted maximal effect. Not all compounds are listed; the hit share may differ from the screen's.

Compound	MCF10A rerep	HepG2 tox	ATXN viability	A549 viability	TGFb SMAD3 inh	Nrf2 block	ATXN2 expr inh	EPAC2 antag	Nrf2 ARE act
CCCn1c(SCC(=O)Nc2ccc3c(c2)OCO3)n[nH]c1=O	-2%	3%	i	-2%	-1%	-19%	13%	-6%	0.8%
CCc1ccccc1NC(=O)Nc1c(C)n(C)n(-c2ccccc2)c1=O	4%	-24%&-12%	i	-2%&0%	1%&-7%	-10%&-1%	-7%&3%	-4%	3.2%&-1.0%
CCc1ccccc1NC(=O)Cn1c(=O)n(CCCCCC(=O)NCc2ccc(C)cc2)c(=O)c2sccc21	·	9%	i	-2%	6%	-19%	-4%	·	-0.5%
COc1ccc(CCn2c(NCc3ccco3)nc3c2c(=O)[nH]c(=O)n3C)cc1	-3%	-6%	i	-2%	5%	-21%	3%	0%	-0.2%
CCN(CC)S(=O)(=O)c1cccc(-c2n[nH]c(=S)n2C(C)COC)c1 (configuration not stated)	6%	1%	i	0%	2%	1%	-26%	6%	2.0%
Cc1ccc(C(=O)NCCc2nnc3ccc(SCC(=O)Nc4c(C)cc(C)cc4C)nn23)cc1	8%	7%	i	-15%	?	-9%	1%	6%	0.7%
CC(=O)c1cccc(NC(=O)Cn2cnc(S(=O)(=O)N3CCCCC3)c2)c1	0%	16%	i	-7%	2%	0%	2%	5%	-0.6%
Cc1c(-n2cc(C(=O)O)c(=O)c3cc(F)c(N4CCCC(O)C4)c(F)c32)c(=O)n(-c2ccccc2)n1C (configuration not stated)	-1%	7%	i	-2%	-20%	?	2%	9%	-0.4%
CCOc1ccc(C(=O)c2c(N)c(-c3nc(-c4ccc5c(c4)OCO5)cs3)c3ccccn23)cc1	·	2%	i	6%	14%	10%	20%	·	-0.8%
Cc1ccc(C=C2C(=O)c3ccccc3C2=O)o1	-5%	0%	i	1%	-1%	9%	13%	15%	9.7%
COc1ccc(CCNC(=O)[C@@H](NC(=O)N2CCn3c2nc2ccccc23)C(C)C)cc1OC	1%	-10%	i	-9%	-11%	-22%	-9%	-2%	-0.5%
CCCCN1C(=O)C(=O)NC[C@@H]1CCCCN	-2%	-8%	i	10%	6%	2%	-1%	14%	-0.9%
CCOC(=O)C1CCCN(c2ncnc3c2nnn3C)C1 (configuration not stated)	·	-13%	·	10%	18%	·	·	·	-0.4%
CCSc1nc(O)cc(=O)n1-c1ccc(OC)cc1	1%	-1%	i	4%	-24%	·	0%	0%	-0.1%
CC(=O)c1ccc(NC(=O)c2cc(=O)[nH]c3ccccc23)cc1	1%	9%	i	-11%	3%	-20%	6%	2%	0.1%
CCC(Sc1nc2c(c(=O)[nH]1)CCC2)C(=O)Nc1cccc(OC)c1 (configuration not stated)	23%	6%	i	-8%	-27%	·	4%	-2%	0.2%
COC(=O)NCc1ccc(CNC(=O)OC)cc1	10%	3%	i	2%	19%	-3%	6%	-6%	-1.1%
CCC1C(c2ccccc2)=CCC(C(=O)O)C1C (configuration not stated)	24%	3%	i	7%	11%	?	-7%	-8%	-1.0%
CCCOc1ccc(CN(CCO)CCO)cc1C(=O)OC	2%	-17%	i	15%	3%	·	-15%	-9%	0.1%
CC(C)c1cc(C(=O)N/N=C/c2c[nH]c3ccccc23)n[nH]1	?	-13%	i	-4%	5%	13%	12%	8%	0.8%
CC(C)(C)CC(=O)Nc1cccc2c1CCCC2	13%	0%	i	-16%	?	-6%	-10%	2%	-0.8%
O=C(OCC(=O)N1CCc2ccccc2C1)c1ccc(Cl)c([N+](=O)[O-])c1	1%	-33%	i	-1%	0%	-1%	·	-10%	16%
O=C(CCn1c(=O)[nH]c2ccccc2c1=O)N1CCN(c2ccc(Cl)cc2)CC1	3%	-1%	i	-1%	-14%	-29%	-6%	12%	-0.7%
CCN(CC)c1ccc(/C=N/Nc2ccc(C)cc2)c(O)c1	-4%	-6%	i	0%	-10%	6%	-16%	6%	0.4%
COc1ccc(Cl)cc1NC(=O)CN(C)C(=O)c1ccc(-n2cncn2)cc1	-19%	-17%	i	2%	1%	1%	-5%	-3%	0.2%
CC(CC(=O)NCCc1ccc(F)cc1)c1ccccc1 (configuration not stated)	7%	-8%	?	0%	3%	16%	·	7%	0.5%
COc1ccccc1NC(=S)NNC(=O)c1ccc(O)cc1	-2%	2%	i	-2%	-8%	?	50%[activator]	6%	0.2%
O=C(NCc1ccccc1Cl)c1ccc2sc([C@@H]3O[C@H](CO)[C@H](O)[C@H](O)[C@H]3O)nc2c1	·	3%	i	·	24%	·	20%	12%	-0.1%
Cc1ccc(C)c(N(CC(=O)NN=C2CCCCCCC2)S(C)(=O)=O)c1	0%	0%	i	7%	3%	·	4%	-2%	0.4%
CCN=C1SC(CC(=O)Nc2ccc(C(F)(F)F)cc2)C(=O)N1CC (configuration not stated)	-5%	-19%	i	3%	6%	?	-11%	0%	-0.8%
COc1ccc(-c2noc(CSc3nc(-c4ccccc4)cc(=O)[nH]3)n2)cc1OC	?	-18%	i	-2%	-48%	24%	-4%	13%	3.5%
O=C(COC(=O)C1CCN(S(=O)(=O)c2ccc(Cl)c(C(F)(F)F)c2)CC1)NCc1ccco1	1%	2%	i	-4%	1%	-1%	-14%	14%	0.1%
CCCSc1nc2c(c(=O)[nH]c(=O)n2C)n1CCc1ccccc1	10%	5%	i	14%	-26%	·	3%	-7%	0.3%
Cc1ccc(NC(=O)COC(=O)c2cccc3c2C(=O)c2ccccc2C3=O)c(C)c1	?	9%	?	-1%	-2%	?	?	2%	0.2%
C[C@]12c3[nH]c4ccc(Cl)cc4c3CCN1C(=O)[C@@H](CC(=O)NCc1ccco1)C[C@@H]2C(=O)N1CCCCC1	4%	-14%	?	-10%	?	?	-39%	-3%	11%
NC(=O)COC(=O)c1cc(S(=O)(=O)N2CCN(c3ccccc3)CC2)ccc1Cl	7%	-3%	i	2%	-12%	5%	-30%	1%	0.2%
Nc1nc(COC(=O)C2CC(=O)N(Cc3ccccc3Cl)C2)nc(Nc2ccccc2)n1 (configuration not stated)	?	-8%	i	4%	-2%	10%	5%	-3%	0.6%
CC(=O)c1cc(-c2ccccc2)n(CCC(=O)Nc2ccc(C)cc2C)c1C	·	-15%	·	1%	0%	·	·	·	0.8%
COc1ccccc1NC(=S)NCc1ccccn1	-18%	-26%	i	15%	-21%	13%	5%	11%	0.7%
CC(C)(C)NC(=O)C1(C)CCC(=O)N1C1CCN(Cc2ccccc2)CC1 (configuration not stated)	·	-59%	i	·	-9%	·	5%	-6%	0.5%
Cc1ccc(-c2noc(=O)n2CC(=O)c2ccc(Cl)cc2)cc1	7%	3%	?	0%	5%	-6%	·	-2%	0.0%
C#CCOCCOCCOCCNc1nc(N2CCN(C(=O)[C@H](CCC(=O)O)n3cc(C(N)Cc4ccc(O)cc4)nn3)CC2)nc(N2CCN(C(=O)[C@H](CCC(=O)O)n3cc(C(N)CC(C)C)nn3)CC2)n1 (some centres not stated)	39%	0%	i	2%	-4%	-9%	-1%	24%	-0.7%
O=C(O)CC1(CC(=O)Nc2ccc(C(F)(F)F)cc2)CCCC1	8%	6%	i	-2%	-1%	-5%	6%	0%	-0.2%
Fc1ccc(Nc2nnc(C(F)(F)F)s2)cc1Cl	-18%	-58%	i	-4%	?	?	?	-25%	10.0%
O=C(/C=C/c1ccc(OC(F)F)cc1)Nc1cccc(S(=O)(=O)NC2=NCCCCC2)c1	?	-14%	?	?	?	18µM*	-20%	-4%	-0.8%
Cc1ccc(NC(=O)NNC(=O)c2snnc2C)cc1	-3%	6%	i	0%	-4%	4%	·	-2%	4.5%
COc1cc(/C=c2\sc3n(c2=O)C(c2ccccc2)C(c2ccccc2)=NN=3)ccc1O (configuration not stated)	?	-1%	i	-16%	34%[activator]	-21%	13%	-3%	2.9%
CSc1ccccc1NC(=O)C1(C)CCN1C(=O)Cc1ccccc1Cl (configuration not stated)	·	-2%	?	·	31%	·	-8%	11%	-0.8%

Of the compounds above, 7 have fluorine.
Compound	MCF10A rerep	HepG2 tox	ATXN viability	A549 viability	TGFb SMAD3 inh	Nrf2 block	ATXN2 expr inh	EPAC2 antag	Nrf2 ARE act
Cc1c(-n2cc(C(=O)O)c(=O)c3cc(F)c(N4CCCC(O)C4)c(F)c32)c(=O)n(-c2ccccc2)n1C (configuration not stated)	-1%	7%	i	-2%	-20%	?	2%	9%	-0.4%
CC(CC(=O)NCCc1ccc(F)cc1)c1ccccc1 (configuration not stated)	7%	-8%	?	0%	3%	16%	·	7%	0.5%
CCN=C1SC(CC(=O)Nc2ccc(C(F)(F)F)cc2)C(=O)N1CC (configuration not stated)	-5%	-19%	i	3%	6%	?	-11%	0%	-0.8%
O=C(COC(=O)C1CCN(S(=O)(=O)c2ccc(Cl)c(C(F)(F)F)c2)CC1)NCc1ccco1	1%	2%	i	-4%	1%	-1%	-14%	14%	0.1%
O=C(O)CC1(CC(=O)Nc2ccc(C(F)(F)F)cc2)CCCC1	8%	6%	i	-2%	-1%	-5%	6%	0%	-0.2%
Fc1ccc(Nc2nnc(C(F)(F)F)s2)cc1Cl	-18%	-58%	i	-4%	?	?	?	-25%	10.0%
O=C(/C=C/c1ccc(OC(F)F)cc1)Nc1cccc(S(=O)(=O)NC2=NCCCCC2)c1	?	-14%	?	?	?	18µM*	-20%	-4%	-0.8%

From PubChem
